ERAP1 inh: human ERAP1 aminopeptidase inhibitors, primary screen, biochemical, single point, plate reader. Endoplasmic reticulum aminopeptidase 1 (Homo sapiens), Q9NZ08. recombinant ERAP1, Leu-AMC fluorescence, 60 min. inhibition, % at 10.7 µM. 340,000 tested, 0.15% active. AID 652197, 2013;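 active means mean replicate inhibition of at least 30%, or all replicates individually reaching that 30% level; inactive means mean below 30% and not every replicate reaching it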;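 further: 0% = neutral control wells and 100% = L-leucinethiol positive control wells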
Target sequence (Q9NZ08 whole entry, looked up): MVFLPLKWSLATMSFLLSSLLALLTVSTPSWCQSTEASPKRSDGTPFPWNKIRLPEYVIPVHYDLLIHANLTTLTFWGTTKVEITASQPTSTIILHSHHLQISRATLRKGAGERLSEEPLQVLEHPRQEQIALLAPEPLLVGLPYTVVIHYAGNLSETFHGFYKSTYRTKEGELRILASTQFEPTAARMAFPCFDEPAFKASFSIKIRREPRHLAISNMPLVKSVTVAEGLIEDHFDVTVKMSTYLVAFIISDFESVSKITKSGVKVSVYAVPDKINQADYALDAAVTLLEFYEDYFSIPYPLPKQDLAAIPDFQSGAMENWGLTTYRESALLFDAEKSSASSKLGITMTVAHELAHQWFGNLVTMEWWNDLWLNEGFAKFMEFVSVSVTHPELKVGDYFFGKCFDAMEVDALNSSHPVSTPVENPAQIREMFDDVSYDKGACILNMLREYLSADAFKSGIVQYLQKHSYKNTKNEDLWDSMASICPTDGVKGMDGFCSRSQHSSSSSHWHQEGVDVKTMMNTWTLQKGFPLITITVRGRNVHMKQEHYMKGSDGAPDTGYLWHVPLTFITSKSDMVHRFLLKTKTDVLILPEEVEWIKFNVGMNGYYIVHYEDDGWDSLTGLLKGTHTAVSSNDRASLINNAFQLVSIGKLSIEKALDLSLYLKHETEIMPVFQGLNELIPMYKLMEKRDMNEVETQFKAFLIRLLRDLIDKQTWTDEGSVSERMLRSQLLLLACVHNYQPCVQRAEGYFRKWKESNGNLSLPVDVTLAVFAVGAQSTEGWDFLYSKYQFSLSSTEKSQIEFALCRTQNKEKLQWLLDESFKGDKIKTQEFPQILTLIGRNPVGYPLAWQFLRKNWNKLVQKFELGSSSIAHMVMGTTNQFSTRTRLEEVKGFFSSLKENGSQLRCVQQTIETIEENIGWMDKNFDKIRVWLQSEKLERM
S100A4 MyoIIA: inhibitors of S100A4-myosin IIA peptide binding, primary screen, biochemical, fluorescence polarization, TAMRA-MyoIIA peptide | inhibition, % at 10.7 µM | AID 652163, 2013 | 360,000 tested, 0.14% active;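 active means mean inhibition of at least 70% across replicates, with every replicate also reaching that level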
Target sequence (P26447 whole entry, looked up): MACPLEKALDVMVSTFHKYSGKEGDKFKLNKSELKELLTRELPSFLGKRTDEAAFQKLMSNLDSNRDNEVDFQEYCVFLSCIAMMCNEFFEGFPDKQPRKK
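Test system – S100A4 monomer (human) · Compound – single-point compound testing · Schedule – 5 min incubation before reading · Probe or stimulus – TAMRA-labelled myosin IIA heavy-chain peptide probe, 5 nM · Benchmarks – neutral control DMSO, positive control TFP · Medium – Calcium-containing HEPES buffer, pH 7.2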
PGC1a acetyl inh: inhibitors of PGC1a acetylation signal, primary screen, cell-based, U2OS, AlphaScreen, inhibitor mode. AlphaScreen anti-acetyl-lysine; with virally co-expressed GCN5 acetyltransferase. inhibition, % at 15.6 µM. 350,000 tested, 0.17% active. AID 651687, 2012;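 active means every replicate shows inhibition of at least 40%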;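 further: 0% = neutral control wells and 100% = positive control wells; some results beyond the cut were filed as inactive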
LGR2 inh: inhibitors of bursicon-induced LGR2 CRE-luciferase signal, primary screen, cell-based, HEK293, CRE-luciferase reporter, bursicon stimulation | Drosophila bursicon receptor LGR2 (rickets) | bursicon-stimulated, 4 h | inhibition, % at 9.99 µM | 380,000 tested, 0.35% active | AID 720647, 2013;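 active means drop in luminescence signal, shown as inhibition above about 50% in the replicate tests, limit read from the data, passing the limit was not always enough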;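 further: agonist challenge used bursicon conditioned medium at about half maximal strength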
EWS-Fli inh: EWS/Fli-driven NR0B1 reporter inhibitors, primary screen, A673 cells, NR0B1 luciferase, luminescence, MLPCN library; viability-normalised; inhibition, % at 12.6 µM; 350,000 tested, 0.67% active;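 active means mean inhibition of at least 50% after viability correction, with every replicate also passing that limit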;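 further: firefly luciferase signal divided by Alamar Blue viability fluorescence both relative to DMSO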
PAX8 reporter: inhibitors of PAX8-driven TPO luciferase reporter, primary screen, RMG-I cells, single concentration; 360,000 tested, 1.2% active; SteadyGlo, 24 h; inhibition, % at 12.6 µM; AID 652154, 2013;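 active means mean replicate inhibition at least 60% with every replicate also reaching 60%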;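 further: luciferase light reporting Pax8 driven TPO promoter activity; plate controls were median of neutral control wells for no effect and mitoxantrone controls for full effect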
FN deposit inh: inhibitors of fibronectin matrix deposition, primary screen, AH1F cells, Alexa488-fibronectin fluorescence, plate reader | AH1F fibroblasts, overnight | 350,000 tested, 0.086% active | inhibition, % at 12.6 µM;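 active means mean inhibition across replicates of 30% or more, regardless of how many single replicates reach that level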;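 further: positive control wells lacked labelled fibronectin entirely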
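test system = AH1F fibroblasts assembling fluorescent fibronectin matrix | quantity = 10000 AH1F cells per well | buffer or medium = DMEM plus 2% serum, read in PBS | doses = single dose, pinned | incubation = 1 h cell attachment, overnight exposure to compound and label | detection = fluorescence at 485 nm excitation, 525 nm emission | read-out basis = inhibition from reduced deposited-fibronectin fluorescence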
PglD DTNB: C. jejuni PglD acetyltransferase inhibitors, primary screen, biochemical, DTNB colorimetric, single point; 360,000 tested, 0.098% active; UDP-N-acetylbacillosamine N-acetyltransferase PglD (Campylobacter jejuni); purified PglD enzyme, DTNB colorimetric CoA detection; inhibition, % at 12.5 µM; in the data active means inhibition above about 16%, passing the limit was not always enough; further: strong numbers were not always called active
* = called active by the depositor; · = no result given; & = joins results of further samples. The order is random, and some 2.1% of all compounds hit somewhere here.

The line under a structure holds: EWS-Fli inh	PGC1a acetyl inh	LGR2 inh	S100A4 MyoIIA	FN deposit inh	PAX8 reporter	PglD DTNB	ERAP1 inh
CCN1C(=O)[C@H]2[C@@H](c3ccc(OC)cc3)N[C@]3(CCCN(Cc4ccco4)C3=O)[C@H]2C1=O
  4.8	-4.7	0.8	-4.6	-3.9	-0.8	-1.8	-2.3
CCOc1ncccc1C(=O)N1CCN(C(=O)c2ccccc2)CC1
  5.4	3.9	-8.3	2.4	3.9	10.1	0.2	-2.2
C#CCOCCOCCOCCNc1nc(N2CCN(C(=O)[C@H]([C@@H](C)O)n3cc(CCCCN)nn3)CC2)nc(N2CCN(C(=O)[C@H](C)n3cc(CCCN=C(N)N)nn3)CC2)n1
  ·	-10.4	-0.7	3.3	·	·	1.9	-4.9
Cc1ccc(C(=O)NC(C)c2ccccc2)cc1S(=O)(=O)N1CCOCC1 (stereo unspecified)
  ·	·	-2.9	-3.4	-2.4	-3.7	2.4	-2.0
COc1ccc(C(=O)NNC(=O)CNC(=O)C2CCCCC2)cc1
  13.8	6.6	·	0.8	6.7	-9.0	3.7	0.4
Cc1ccc(-c2nc(=O)[nH]c3ccc(Br)cc23)cc1
  -0.1	4.8	-9.3	4.0	-1.3	4.1	-3.1	1.4
O=C(C[C@H]1C[C@H]2c3cc(NC(=O)C4CCOCC4)ccc3O[C@H]2[C@@H](CO)O1)NCc1ccc(Oc2ccccc2)cc1
  -3.0	5.4	6.3	10.1	·	-5.2	-0.3	-3.7
CN(C)CC(=O)N1CC2(C1)[C@@H](c1ccccc1)[C@@H](CO)N2C(=O)C1CCC1
  -6.5	0.8	11.4	-8.4	1.1	6.1	·	-2.5
CC(C)C(=O)N1CCCC1(C)C(=O)NCc1ccccn1 (stereo unspecified)
  -4.4	4.5	-6.5	6.7	-5.3	16.1	-1.2	3.3
COc1ccc(S(=O)(=O)NCCSCc2ccco2)cc1OC
  15.1	11.4	-5.2	-1.6	·	·	0.1	2.6
COc1cccc(/C=C2\SC(N3CCCC(C)C3)=NC2=O)c1OC (stereo unspecified)
  -73.0	-1.5	-72.6	-3.9	-6.0	-52.9	-1.2	0.4
Cc1onc(-c2cccc(Cl)c2Cl)c1C(=O)O/N=C(\N)c1ccc([N+](=O)[O-])o1
  10.3	-9.5	28.4	-0.4	0.6	23.1	-1.4	1.1
O=S(=O)([N-]c1nc2ccccc2nc1-[n+]1ccccc1)c1ccc(F)cc1
  -3.3	·	7.3	0.6	·	16.4	·	4.5
COC(c1ccccc1)c1nnc(CCC(=O)N2CCN(CCOc3ccccc3)CC2)o1 (stereo unspecified)
  -1.1	·	-8.3	-3.6	·	0.4	5.9	1.1
O=C(CSc1nnc(Nc2ccccc2)s1)NC1CC1
  -3.2	-3.7	-8.9	-6.1	5.9	9.0	-4.0	-3.4
Cc1cc(C)nc(NC(=O)NC(=O)c2ccccc2)n1
  ·	·	-13.1	3.9	·	-17.2	2.9	1.8
CCCN(C)C[C@H]1OCCCC[C@@H](C)Oc2ccc(NC(=O)c3ccncc3)cc2C(=O)N([C@H](C)CO)C[C@@H]1C
  -3.5	-1.6	-18.7	1.0	·	-14.4	1.3	1.7
CCCNC(=O)C[C@H]1CC[C@@H]2[C@H](COc3ccc(NC(=O)CC)cc3C(=O)N2C)O1
  -63.5	0.2	-10.7	6.4	7.8	8.5	0.6	-4.0
COCC(=O)Nc1ccc2c(c1)C(=O)N(C)C[C@@H](OC)[C@H](C)CN[C@@H](C)CO2
  -1.4	4.9	7.3	·	-3.0	6.7	-1.1	·
CCC1CCCCN1C(=O)c1ccccc1OC1CCN(S(C)(=O)=O)CC1 (stereo unspecified)
  8.6	2.6	-3.8	-0.2	15.1	8.5	·	6.0
C[C@@H]1CN([C@@H](C)CO)C(=O)c2cc(C3=CCCCC3)cnc2O[C@H]1CN(C)Cc1ccncc1
  1.1	6.5	-0.7	-9.7	·	·	-0.8	1.8
COC(=O)CC1COc2ccccc2N1C(=O)c1cccc(C(F)(F)F)c1 (stereo unspecified)
  -12.0	0.1	8.2	5.4	-2.0	19.0	-4.0	-4.1
CCc1ccc(N2CC(O)=C(c3nc4ccccc4c(=O)[nH]3)C2=N)cc1
  -12.5	-165.1	2.1	4.8	-0.1	-15.7	·	1.3
COc1cc(C(=O)Oc2cc(C)[nH]c(=O)c2[N+](=O)[O-])cc(OC)c1OC
  -1.3	-15.7	-0.6	-4.1	-2.2	18.2	-5.4	-0.3
CC(=O)CSc1ncnc2c1cnn2-c1ccccc1
  -46.0	-1.5	-105.8	-7.1	-5.5	-188.9	5.4	-2.5
COc1ccccc1NS(=O)(=O)c1ccc(NC(=O)c2[nH]nc(OC)c2[N+](=O)[O-])cc1
  3.4	·	-8.3	2.3	1.9	·	8.4	-3.4
C[C@H]1CN([C@@H](C)CO)C(=O)CCCn2nncc2CO[C@H]1CN(C)C(=O)c1ccncc1
  0.6&0.0&2.4	12.0&-7.3&12.6	2.9&9.0	2.0&6.6&-4.1	6.2&-2.2	-20.7&-11.0	-0.3&1.3&-0.3	-1.2&3.1&-1.5
Cc1ccc(S(=O)(=O)N2[C@@H](c3ccc(Br)cc3)C(C(=O)O)=CC[C@H]2c2ccc3c(c2)OCO3)cc1
  -1.7	0.4	11.6	-14.2	2.6	7.3	2.9	-0.4
CCOC(=O)Cc1csc(NC(=O)c2cc(C)c(C)s2)n1
  -20.4	6.3	-12.6	-2.2	-5.5	-73.7	-0.1	3.0
COCc1cn(CC[C@@H]2CC[C@H](NC(=O)Nc3ccccc3)[C@@H](CO)O2)nn1
  7.9	3.2	9.1	-8.9	·	5.8	3.5	-8.5
Nc1c(C(=O)NCc2ccco2)nnn1CC(=O)Nc1ccccc1
  ·	2.5	·	·	-3.4	19.5	-0.5	·
CC(C)(C)OC(=O)N1CCC(C(=O)Nc2cccc(C(=O)NCCCCc3ccccc3)c2)CC1
  7.7	1.7	41.0	64.0	-4.8	-3.2	-1.4	-9.1
Fc1ccc(-n2cc(CNCCc3ccncc3)c(-c3ccccc3Cl)n2)cc1
  -0.5	·	8.4	3.0	6.4	6.3	3.7	11.9
Cc1nc2ccccn2c1C(=O)/C=C/c1cccc([N+](=O)[O-])c1
  13.0	·	24.0	-2.2	-1.8	8.0	·	-0.3
S=C(NCc1ccccc1)N/N=C/c1cccs1
  -5.8	·	-11.2	-1.1	3.8	-18.2	-1.4	-3.5
O=C(Nc1ccccc1F)N1CC(=O)N2[C@H](C1)[C@@H](c1ccc(C#Cc3ccccc3)cc1)[C@@H]2CO
  -15.8	-15.3	-2.5	7.7	·	12.5	·	2.0
Cc1ccnc(NC(=O)CNC(=O)c2ccccc2Br)c1
  ·	·	0.7	-3.9	3.6	-20.8	0.8	-1.3
O=C(OCc1nnc(-c2ccc([N+](=O)[O-])cc2)o1)C1CCN(C(=O)c2ccc(F)cc2)CC1
  -9.1	3.9	-3.0	8.0	-6.7	-17.3	0.5	-2.6
C#CCNc1c2c(nc3nnnn13)CCCC2
  3.5	3.0	-21.9	22.3	9.3	-4.5	-7.6	-4.8
CC(OC(=O)Cc1c(F)cccc1Cl)C(=O)NC1(C#N)CCCCC1 (stereo unspecified)
  3.2	·	2.4	29.9	-3.8	-0.3	-4.1	-0.2

2 compounds picked at random from the list so far, as already listed:
The line under a structure holds: EWS-Fli inh	PGC1a acetyl inh	LGR2 inh	S100A4 MyoIIA	FN deposit inh	PAX8 reporter	PglD DTNB	ERAP1 inh
Cc1ccnc(NC(=O)CNC(=O)c2ccccc2Br)c1
  ·	·	0.7	-3.9	3.6	-20.8	0.8	-1.3
O=C(Nc1ccccc1F)N1CC(=O)N2[C@H](C1)[C@@H](c1ccc(C#Cc3ccccc3)cc1)[C@@H]2CO
  -15.8	-15.3	-2.5	7.7	·	12.5	·	2.0

(next part)
The line under a structure holds: EWS-Fli inh	PGC1a acetyl inh	LGR2 inh	S100A4 MyoIIA	FN deposit inh	PAX8 reporter	PglD DTNB	ERAP1 inh
CC(=O)N1CCN(C(=O)c2ccc(OC3CCN(Cc4ccccn4)CC3)cc2)CC1
  ·	-7.8	6.7	-9.9	-2.0	0.2	2.4	-0.5
C[C@@H]1CCCCO[C@H](CN(C)C(=O)c2ccncc2)[C@@H](C)CN([C@H](C)CO)C(=O)c2cc(NS(=O)(=O)c3ccccc3)ccc2O1
  -1.6	35.0	-31.7	-3.2	·	-13.6	11.8	1.1
C/C(CC(=O)Nc1cc(C)ccn1)=N\NC(=O)C(=O)Nc1cccc(C)c1
  -14.7	·	·	-2.0	1.2	-46.4	·	5.5
COc1ccc(S(=O)(=O)N2CCN(C(=O)NCc3ccc(C)cc3)CC2)cc1
  -6.1	-5.4	13.1	-2.5	-1.6	6.5	-7.6	0.9
C=CCc1cc(C)ccc1OCCCn1ccnc1
  1.2	-15.8	-6.4	3.7	-4.0	-4.6	-5.3	21.9
Cc1ccc(S(=O)(=O)CC(=O)N2CCOCC2)cc1
  -2.0	-2.9	1.6	-10.6	·	-2.3	·	-5.0
Cc1noc(C)c1NC(=O)N(C)C[C@@H]1Oc2ccc(NC(=O)Nc3ccc(F)cc3)cc2C(=O)N([C@@H](C)CO)C[C@H]1C
  -7.4	-1.4	12.8	1.9	·	·	7.3	1.2
CCn1c(SCC(=O)N/N=C/c2cc(OC)c(OC)c(OC)c2)nc2ccccc21
  2.7	-12.4	·	-1.3	-3.2	5.5	·	-2.5
Cc1ccnc(NC(=O)CCS(=O)(=O)c2ccccc2)c1
  -38.5	·	12.8	-2.2	3.1	2.7	-1.7	3.6
CN(C(=O)COC(=O)C1COc2ccccc2O1)c1c(N)n(Cc2ccccc2)c(=O)[nH]c1=O (stereo unspecified)
  4.7	·	-19.7	-1.7	8.2	7.2	·	5.9
Cc1csc(NC(=O)CSc2nnc(-c3ccc(Cl)cc3)n2N)n1
  ·	-1.2	-7.8	·	-2.2	·	2.3	·
C[C@H]1CN([C@@H](C)CO)S(=O)(=O)c2ccc(C3=CCCCC3)cc2O[C@@H]1CN(C)S(=O)(=O)c1ccc(F)cc1
  33.5	-11.5	14.6	8.0	·	·	-3.5	-2.1
C/C=C/c1ccc2c(c1)O[C@H](CN(C)C(=O)CN(C)C)[C@H](C)CN([C@@H](C)CO)S2(=O)=O
  -4.6	25.9	16.2	9.1	5.8	·	2.2	-1.1

Screening results from PubChem BioAssay.
